Mito fusion yeast: qHTS Assay for Small Molecule Inhibitors of Mitochondrial Division or Activators of Mitochondrial Fusion | 0.23% of 320,000 active | Potency, µM (series often up to 46.1 µM), inactives show top-dose growth rescue (activation), usual class: activators | AID 485298, 2010 | S. cerevisiae fusion-defective mutant growth rescue, CellTiterGlo 48 h;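 also: potency is read from the fitted curve at half-maximal effect; % of control where 0% means no effect; nearly all actives have a fitted effect of over 45% in size; temperature-sensitive fusion mutants such as fzo1-1 at 37 °C on non-fermentable ethanol glycerol medium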
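Luminescent cell viability in 1536-well qHTS format served as the measure of rescued growth in ts fusion-mutant S. cerevisiae cultured on non-fermentable YPEG for 48 hours at 37C.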
uPA surface inh: qHTS for Inhibitors of Cell Surface uPA Generation. Potency, µM (series often up to 38.3 µM), for the others: at the highest dose activity change, negative = inhibition, hits mostly inhibitors. cell surface uPA generation assay, qHTS. 0.31% of 330,000 active; active = well fitted inhibition curve with a large enough effect; inconclusive = small, poorly fitted or top-dose-only effect; inactive = no such curve, though single readings can be large or run the other way; tested in mouse RAW 264.7 cells; also: potency is read from the fitted curve at half-maximal effect; % is scaled to controls: 0 for no effect and ±100 for the full control effect; nearly all actives have a fitted effect of over 55% in size
TSG101-PTAP inh: qHTS Assay for Iinhibitors of HIV-1 Budding by Blocking the Interaction of PTAP/TSG101. Tumor susceptibility gene 101 protein (Homo sapiens), Q99816. Fluorescence polarization, FITC-PTAP peptide / Tsg101 binding. Potency, µM (top dose mostly 115 µM), inactives show at the highest dose activity change, negative = inhibition, actives largely listed as inhibitors. 340,000 tested, under 10 active; active = well fitted inhibition curve with a large enough effect in the main read-out, with a control signal flat, not every such curve was filed as active; inconclusive = small, poorly fitted or top-dose-only effect, or effect the other way, or a change in a side signal; inactive = no such curve, though single readings can be large or run the other way; also: potency is read from the fitted curve at half-maximal effect; % of control where 0% means no effect
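Tsg101 binding domain (10 uM final) was mixed with compound and a FITC-labeled PTAP peptide (50 nM final) in HEPES pH 7.5 buffer with NaCl, Tween 20, EDTA and TCEP; fluorescence polarization was read after 20 min at r.t.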
TSHR antagonist: Antagonists of the Thyroid Stimulating Hormone Receptor: HTS campaign; activity change, negative = inhibition, % at 11.5 µM; 0.2% of 330,000 active; TSHR-expressing cells, TSH-stimulated cAMP HTRF, 2 h; active compounds read low; AID 504810, 2011;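 active = activity change below a set negative limit, meaning inhibition stronger than a set level, cut at about -70% in these data; inconclusive = activity change between two set negative limits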; also: % is scaled to controls: 0 for no effect and ±100 for the full control effect
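Read-out is FRET at 665 nm (cryptate excitation 337 nm) from a cryptate-tagged anti-cAMP antibody, competed by cell cAMP against cAMP-d2. Compounds are tested on freshly harvested TSHR cells challenged with 4nM TSH (EC80) for 2 hours at 37 deg C.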
Chronic BCR inh: qHTS Assay to Find Inhibitors of Chronic Active B-Cell Receptor Signaling; ABC-DLBCL IkBa-CBG/CBR reporter, luminescence ratio, 4 h; Potency, µM (top dose mostly 46.1 µM), for inactives: at the top dose ratio change, negative = lower green/red ratio, usual class: inhibitors; 0.05% of 340,000 active; AID 493014, 2011; active = well fitted inhibition curve with a large enough effect in the signal ratio, with a control signal flat, not every such curve was filed as active; inconclusive = small, poorly fitted or top-dose-only effect, or effect the other way, or a change in a side signal; the % refers to the signal ratio;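 also: potency is read from the fitted curve at half-maximal effect; plate controls were basal doxycycline-induced cells for no effect and cells given 10 µM MG132 for full effect; MG132 reads +100%, hits lower the ratio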
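TMD8 ABC-DLBCL cells carrying doxycycline-inducible green luciferase fused to IkappaBalpha plus unfused red luciferase were exposed to compounds (up to 46 uM) for 4 hrs at 37C. Activity came from the overlap-corrected green/red luminescence ratio.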
Tb PFK inh: qHTS Assay to Find Inhibitors of T. brucei phosphofructokinase; ATP-dependent 6-phosphofructokinase (Trypanosoma brucei brucei), O15648; T. brucei PFK, ADP-Glo luminescence; Potency, µM (highest dose often 57.5 µM), for the others: top-dose activity, negative = inhibition, usual class: inhibitors; 0.17% of 330,000 active;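 also: potency is read from the fitted curve at half-maximal effect; 0% = uninhibited 1x PFK enzyme wells and -100% = no-enzyme wells; nearly all actives have a fitted effect of over 60% in size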
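ADP-Glo luminescence quantified ADP after 45 min at room temperature, with 1.25 nM T. brucei PFK, 0.1 mM ATP and 0.5 mM fructose-6-phosphate in pH 8.0 TEA buffer. qHTS titrations up to 57 µM; curves classified by quality.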
Eya2 inh: qHTS Assay for Inhibitors of the Phosphatase Activity of Eya2. recombinant Eya2, OMFP fluorescence dephosphorylation (OMFP is methylfluorescein phosphate). Protein phosphatase EYA2 (Homo sapiens), O00167. Potency, µM (series often up to 76.9 µM), for inactives: top-dose activity, negative = inhibition, usual class: inhibitors. 0.006% of 330,000 active. AID 488837, 2010; also: potency is read from the fitted curve at half-maximal effect; % is scaled to controls: 0 for no effect and ±100 for the full control effect
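Eya2 (0.2 uM) preincubated 10 min at ambient with compound, then OMFP substrate added at 50 uM; 10 min reaction in 50 mM HEPES pH 7.5, 50 mM NaCl, 5 uM MgCl2, 0.05% BSA, 1 mM DTT. Fluorescence read at Ex 485/Em 525 nm.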
TCR act: Activators of T cell receptors: qHTS campaign. 330,000 tested, under 10 active. primary human leukocytes, anti-CD3, IL-2 HTRF, 48 h. Potency, µM (highest dose often 9.22 µM), without a hit: at the highest dose activation of IL-2 secretion, most hits filed as activators; also: % of control where 0% means no effect
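Using a-CD3 beads without co-stimulation, primary human leukocytes were exposed to compounds for 48 hr. An HTRF IL-2 kit measured the cytokine, with europium-to-d2 energy transfer producing emission at 665nm upon 320nm excitation.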
B2AR arrestin: qHTS assay of beta-arrestin-biased ligands of beta2-adrenergic receptor. 0.02% of 330,000 active. Beta-2 adrenergic receptor (Homo sapiens), P07550. beta-arrestin recruitment to beta2AR, cell-based reporter. Potency, µM (titrated, usually from 46.1 µM), inactives show top-dose activation, most hits filed as activators;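 also: potency is read from the fitted curve at half-maximal effect; 0% = DMSO controls and full agonism = EC100 isoproterenol or metaproterenol; nearly all actives have a fitted effect of over 65% in size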
Target sequence (P07550 whole entry, looked up): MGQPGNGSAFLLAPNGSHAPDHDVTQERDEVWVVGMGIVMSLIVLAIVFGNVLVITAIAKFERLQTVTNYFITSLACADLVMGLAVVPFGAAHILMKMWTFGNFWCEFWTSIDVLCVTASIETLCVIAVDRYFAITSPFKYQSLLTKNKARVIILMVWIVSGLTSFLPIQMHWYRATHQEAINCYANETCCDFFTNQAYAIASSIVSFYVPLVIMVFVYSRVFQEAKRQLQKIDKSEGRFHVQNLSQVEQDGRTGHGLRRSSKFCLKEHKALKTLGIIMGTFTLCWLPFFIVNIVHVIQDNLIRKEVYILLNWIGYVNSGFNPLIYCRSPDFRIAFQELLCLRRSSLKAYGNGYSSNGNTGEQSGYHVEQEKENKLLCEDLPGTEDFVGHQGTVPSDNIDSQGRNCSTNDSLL
USP2a block: qHTS Assay for Inhibitors of Ubiquitin-specific Protease USP2a Using CHOP2 as the Reporter; AID 463254, 2010; Ubiquitin carboxyl-terminal hydrolase 2 (Homo sapiens), O75604; USP2 core, Ub-CHOP2 coupled fluorogenic reporter, 485/531; Potency, µM (doses to about 38.3 µM), for the others: at the highest dose activity change, negative = inhibition, actives largely listed as inhibitors; 0.01% of 330,000 active;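 also: potency is read from the fitted curve at half-maximal effect; plate controls were DMSO wells for no effect and full inhibition by NEM control for full effect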
Target sequence (O75604 whole entry, looked up): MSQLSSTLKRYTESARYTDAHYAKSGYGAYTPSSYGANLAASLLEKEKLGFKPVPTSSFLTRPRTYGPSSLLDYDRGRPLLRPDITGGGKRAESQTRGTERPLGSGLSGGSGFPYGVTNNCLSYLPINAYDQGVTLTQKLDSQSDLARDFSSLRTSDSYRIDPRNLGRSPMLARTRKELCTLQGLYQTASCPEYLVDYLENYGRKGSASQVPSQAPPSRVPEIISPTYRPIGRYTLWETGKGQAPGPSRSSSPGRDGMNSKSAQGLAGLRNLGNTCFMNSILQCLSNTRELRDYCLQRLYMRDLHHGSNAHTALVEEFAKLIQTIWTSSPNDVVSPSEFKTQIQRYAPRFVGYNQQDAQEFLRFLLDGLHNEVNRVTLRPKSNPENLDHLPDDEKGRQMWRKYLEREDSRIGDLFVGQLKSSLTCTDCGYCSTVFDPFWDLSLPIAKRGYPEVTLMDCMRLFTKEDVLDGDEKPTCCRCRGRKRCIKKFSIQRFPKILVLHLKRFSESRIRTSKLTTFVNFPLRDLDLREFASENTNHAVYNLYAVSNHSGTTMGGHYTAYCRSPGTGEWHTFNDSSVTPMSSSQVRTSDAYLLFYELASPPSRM
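Cell-free coupled assay: 10nM USP2 core preincubated 30min RT with compound in Tris-HCl pH 8.0/CaCl2/CHAPS buffer, then 25nM Ub-CHOP2 and 25nM reporter substrate; fluorescence (Ex 485/Em 531) read after 60min RT, normalized to NEM inhibition, concentration-response curves fitted.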
ELG1 DNA repair: qHTS screen for small molecules that inhibit ELG1-dependent DNA repair in human embryonic kidney (HEK293T) cells expressing luciferase-tagged ELG1; HEK293T ELG1-luciferase reporter, luminescence, 16 h; DNA damage induced by 5-fluorouridine; Potency, µM (highest dose often 46.1 µM), without a hit: top-dose activity change, negative = inhibition, usual class: inhibitors; 2.3% of 330,000 active; also: potency is read from the fitted curve at half-maximal effect; % is scaled to controls: 0 for no effect and ±100 for the full control effect; nearly all actives have a fitted effect of over 55% in size
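DMSO vehicle served as the neutral condition. Each well held 2,000 cells given 5-fluorouridine plus compound; after 16 hr at 37 °C/5% CO2, ONE-Glo was added and luciferase measured 30 min later.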
* marks the source's active call; other numbers are inactive results; ? = inconclusive; . = no result given; [ ] = dose if it differs, or a comment. Unless noted, calls follow the shape of the dose curve; as a rule, active = well fitted curve in the direction sought with a large enough effect; inconclusive = small, poorly fitted or top-dose-only effect, or another doubt; inactive = no such curve, though single readings can be large; an effect the other way counts as inactive or inconclusive. This is a random part of the collection; overall some 3% were active at least once.

mol	B2AR arrestin	TSHR antagonist	TSG101-PTAP inh	Eya2 inh	Chronic BCR inh	USP2a block	ELG1 DNA repair	Mito fusion yeast	Tb PFK inh	uPA surface inh	TCR act
CCOc1cc(N2CCOCC2)c(OCC)cc1NC(=O)CN1CCN(Cc2ccc3c(c2)OCO3)CC1	-0.9%	-14	-5%	4%	0%	-1%	?	0%	1%	7%	2%
CC(c1ccccc1)N(C)CC(=O)NC(=O)NCCC1=CCCCC1 (configuration not stated)	0.0%	-17	-7%	3%	-1%	-2%	8%	6%	-8%	-6%	.
CC(C(=O)NC1CCCC1)N(C(=O)CS(=O)CC(=O)Nc1ccc(F)cc1)c1ccc2c(c1)OCCO2 (configuration not stated)	-1.0%	17	-5%	-11%	7%	-1%	2%	0%	0%	-2%	2%
C#CCOCCOCCOCCNc1nc(N2CCN(C(=O)Cn3cc(CCCN=C(N)N)nn3)CC2)nc(N2CCN(C(=O)Cn3cc(CCCN=C(N)N)nn3)CC2)n1	-1.2%	-2	.	-1%	2%	2%	-1%	-5%	2%	.	.
COc1ccc(C(=O)Nn2c(SCC(=O)c3ccc(Cl)cc3)nc3ccccc3c2=O)cc1	-0.1%	26	-5%	1%	?	-2%	?	-7%	2%	.	-4%
Cc1cc(OCCN2CCN(S(=O)(=O)c3ccccc3F)CC2)ccc1C(C)C	-0.4%	9	0%	-5%	0%	1%	6%	21%	12%	0%	2%
CCOC(=O)C1CCCN(C(=O)c2ccc(CNS(=O)(=O)c3ccc(C)cc3)cc2)C1 (configuration not stated)	0.0%	-7	-4%	-13%	7%	2%	-4%	0%	0%	0%	2%
CC(c1n[nH]c(=S)n1Cc1ccccc1)N(C)C (configuration not stated)	0.5%	6	-1%	-2%	0%	-3%	2%	-4%	0%	2%	-15%
COc1cccc(-c2cc(C(=O)O)no2)c1	0.0%	-6	-7%	-1%	?	2%	2%	2%	1%	9%	0%
O=C(COC(=O)/C=C/c1ccc(Cl)cc1)Nc1ccccc1-c1ccccc1	-0.5%	-7	-1%	-2%	5%	-1%	2%	-4%	-1%	-1%	3%[46.1 µM]
COc1ccc(-n2c(SC)nnc2-c2c[nH]c3ccccc23)cc1	0.3%	-3	-1%	2%	?	4%	2%	0%	-1%	-15%	-2%
COc1cc(NC(=S)NNC(=O)C(C)(C)O)cc(OC)c1	0.2%	-1	-3%	-11%	1%	1%	-8%	3%	0%	12%	-5%
Cc1nc2sccn2c(=O)c1S(=O)(=O)NCc1ccccc1Cl	-0.8%	0	1%	-4%	1%	1%	0%	0%	0%	14%	-3%
O=C(CCN1C(=O)C2C3CCC(C3)C2C1=O)Nc1ccc(Cl)cc1Cl (configuration not stated)	0.0%	2	-3%	-9%	?	3%	?	-4%	4%	-4%	4%
O=C(c1cc2ccccc2c(=O)o1)N1CCCc2ccccc21	0.0%	20	-4%	6%	-1%	0%	3%	5%	-2%	10%	1%
COc1cccc(CNC(=O)c2ccc(Cl)c(NC3=NC4CS(=O)(=O)CC4S3)c2)c1 (configuration not stated)	0.0%	5	4%	-2%	-12%	1%	5%	1%	1%	-3%	3%
COc1ccccc1NC(=O)c1cc2ccccc2o/c1=N\O	4.0%	-21	-1%	-7%	?	-1%	?	3%	4%	0%	-2%
COc1cccc(-c2nc(CS(=O)(=O)c3ccccc3)no2)c1	-0.2%	11	-4%	-28%	?	-1%	?	-4%	6%	-9%	5%
COc1ccc2c(c1OC)C(=O)N1c3ccccc3C(=O)N(c3ccccc3)C21 (configuration not stated)	-0.3%	-24	-4%	-10%	?	2%	?	2%	-2%	7%	2%
COc1cccc(CNC(=O)CCC2CCCN(C(=O)c3cc4ccccc4o3)C2)c1 (configuration not stated)	-0.1%	-11	-3%	-6%	?	1%	14%	-3%	4%	-7%	1%
COc1ccc(N2CCN(C3CCCN(C(=O)c4cccc(C)n4)C3)CC2)cc1 (configuration not stated)	0.4%	-5	.	-3%	?	2%	-2%	0%	1%	12%	2%
Cc1onc(-c2c(F)cccc2Cl)c1C(=O)NCc1ccc(S(N)(=O)=O)cc1	-1.5%	8	-2%	0%	5%	1%	21%	1%	5%	-19%	-3%
Cc1cc(N)n(-c2ccc(S(N)(=O)=O)cc2[N+](=O)[O-])n1	-0.1%	-6	1%	-6%	1%	0%	3%	19%	0%	5%	-2%
CC(=O)n1cc(C2C(=O)CC(C)(C)CC2=O)c2ccccc21	0.1%	15	-4%	19%	11%	2%	9%	0%	-7%	1%	-2%
Cc1ccccc1-c1nc(CS(=O)CC(=O)NCc2ccccc2)c(C)o1 (configuration not stated)	-0.4%	6	-4%	-18%	-18%	1%	-11%	-3%	3%	1%	0%
O=C(Nc1ccc([N+](=O)[O-])cc1)c1cncc(Br)c1	-0.1%	-4	-1%	-4%	2%	2%	?	2%	-2%	12%	1%
Cc1ccc(C(=O)N(CN2CCCC2=O)c2ccccc2)cc1	-0.1%	-3	-2%	-1%	-1%	9%	16%	14%	1%	-1%	.
COc1cc(/C=N/N2CCN(c3ccccc3)CC2)cc(OC)c1OC(C)=O	3.6%	0	-3%	7%	-4%	0%	24%	-1%	1%	-12%	-13%
O=C(Cc1ccc([N+](=O)[O-])cc1)N1CCN=C1SCc1ccccc1	-1.5%	-24	-2%	3%	0%	-1%	12%	-2%	2%	-13%	-3%[46.1 µM]
CSc1ccccc1C(=O)NC1CC2CCC1C2 (configuration not stated)	0.0%	-6	-3%	-16%	?	0%	3%	0%	-1%	2%	5%
O=C(Nc1nccs1)c1ccc(Cl)nc1	-0.4%	-5	-3%	-1%	10%	3%	?	-10%	-2%	-5%	-6%
CCCOc1ccc(C(=O)CCNc2ccc(C)c(Cl)c2)cc1	0.2%	-5	-8%	-9%	-13%	0%	0%	-3%	-6%	-2%	0%
COc1cc(/C=N/NC(=O)c2nc(-c3ccccc3)n(-c3ccccc3)n2)ccc1O	0.3%	-4	-7%	-24%	?	-5%	?	-6%	0%	-1%	-1%[46.1 µM]

Whole records, looked up by structure:
Listed for COc1cc(/C=N/N2CCN(c3ccccc3)CC2)cc(OC)c1OC(C)=O → B2AR arrestin = 3.6%; TSHR antagonist = 0; TSG101-PTAP inh = -3%; Eya2 inh = 7%; Chronic BCR inh = -4%; USP2a block = 0%; ELG1 DNA repair = 24%; Mito fusion yeast = -1%; Tb PFK inh = 1%; uPA surface inh = -12%; TCR act = -13%
Listed for O=C(Cc1ccc([N+](=O)[O-])cc1)N1CCN=C1SCc1ccccc1 → B2AR arrestin = -1.5%; TSHR antagonist = -24; TSG101-PTAP inh = -2%; Eya2 inh = 3%; Chronic BCR inh = 0%; USP2a block = -1%; ELG1 DNA repair = 12%; Mito fusion yeast = -2%; Tb PFK inh = 2%; uPA surface inh = -13%; TCR act = -3%[46.1 µM]

Source: PubChem BioAssay (National Center for Advancing Translational Sciences (NCATS))
